NCI-60 one-dose screen, 48 h, at 10 µM unless noted. Numbers give growth in % (100 = growth as untreated, 0 = no growth, -100 = all killed).
MDA-MB-231: MDA-MB-231 breast cancer. 81,000 compounds, 5% hits
MCF7: MCF7 breast cancer; 82,000 compounds, 6.3% hits
SK-MEL-28: SK-MEL-28 melanoma. 81,000 compounds, 4.1% hits
BT-549: BT-549 breast cancer; 78,000 compounds, 4.4% hits; AID 1794793
T-47D: T-47D breast cancer; 79,000 compounds, 5% hits; AID 1794792
HS 578T: HS 578T breast cancer; 78,000 compounds, 4.1% hits
LOX IMVI: LOX IMVI melanoma; AID 1794757; 79,000 compounds, 7.4% hits
MDA-MB-468: MDA-MB-468 breast cancer; 78,000 compounds, 8.5% hits; AID 2202374
Numbers without * were called inactive; x = no result given; & = joins results of further samples. Rule for the calls: active = growth percent below 10; inactive = the rest.

(1) CCOC(=O)c1nn(-c2ccccc2)c(=O)c2c(N)c(C#N)c(-c3ccco3)cc12
(2) CN1CCN(CCOc2nc(Oc3ccccc3C(=O)O)cc(-c3ccco3)n2)CC1
(3) NNC(=O)c1cc2c([nH]c3ccccc32)c(-c2cccc(O)c2)n1
(4) Clc1ccc(NCc2nnc(-c3ccc(Cl)cc3)o2)cc1
(5) O=C(c1nn(-c2ccc(Cl)cc2)cc1O)n1nc(C(F)(F)F)cc1-c1ccccc1
screen / no.,1,2,3,4,5
MDA-MB-231,88,105,86,78,55
MCF7,25,99,76,75,44
SK-MEL-28,104,105,100,102,53
BT-549,116,107,96,100,x
T-47D,50,103,79,88,45
HS 578T,74,97,89,92,16
LOX IMVI,91,95,82,76,33
MDA-MB-468,12,133,99,102,33

(6) C=CCOC(=O)C1=C(C)NC2=C(C(=O)CC(C)(C)C2)C1c1ccc(OCc2ccccc2)c(OC)c1 (stereo not drawn)
(7) NC(=S)N/N=C/c1cn(-c2ccccc2)nc1-c1cc2ccccc2oc1=O
(8) COc1cc(CN)ccc1O
(9) CCC/C(C)=C/c1ccc(CC)cn1
(10) Cc1cccc(NC(=O)CSc2nc3ccc(F)cc3c(=O)n2-c2ccc(Cl)cc2)c1C
screen / no.,6,7,8,9,10
MDA-MB-231,85,34,87,102,52
MCF7,92,33,84,x,70
SK-MEL-28,105,70,117,116,74
BT-549,72,43,95,102,32
T-47D,95,48,94,108,91
HS 578T,69,64,102,101,26
LOX IMVI,92,46,90,97,x
MDA-MB-468,75,43,100,109,81

Only T-47D and MDA-MB-468, for 2 of the compounds above:
item | compound | T-47D | MDA-MB-468
8 | COc1cc(CN)ccc1O | 94 | 100
9 | CCC/C(C)=C/c1ccc(CC)cn1 | 108 | 109

Additional results:
(11) C[C@@H]1CC[C@@H]2[C@H]1[C@@H](OC(=O)/C=C/c1ccccc1)[C@@]1(c3ccccc3)C[C@H](NC(=O)CO)[C@]2(C)O1
(12) CC[N+](CC)(CC)CCCC[P+](CC)(CC)CC
(13) O=C(Nc1ccc(Cl)cc1)C1CCCN(C(=O)c2cccc(-c3ccco3)c2)C1 (stereo not drawn)
(14) COc1ccc2[nH]cc(-c3nc(N)nnc3-c3cncc(Br)c3)c2c1
(15) O=[N+]([O-])c1cc(S(=O)(=O)Nc2ccccc2)ccc1Cl
screen / no.,11,12,13,14,15
MDA-MB-231,87,113,70,88,110
MCF7,75,98,54,86,84
SK-MEL-28,104,100,109,104,102
BT-549,96,103,72,123,92
T-47D,56,91,61,63,70
HS 578T,88,105,81,76,101
LOX IMVI,87,99,79,96,78
MDA-MB-468,79,x,41,78,-33*

(16) O=C1CCn2c1c(O)c1ccccc1c2=O
(17) O=C(O)c1ccc(C(Cl)(Cl)Cl)cc1
(18) CC(=O)[C@H]1[C@H](C)C[C@H]2[C@@H]3CC[C@@H]4C[C@@H](O)CC[C@]4(C)[C@H]3CC[C@@]21C
(19) N#CCC(C#N)N1CCCCC1 (stereo not drawn)
(20) FC(F)(F)c1cccc(-c2ccc(-c3nn4c(-c5ccccc5)nnc4s3)o2)c1
screen / no.,16,17,18,19,20
MDA-MB-231,115,111,114,91,96
MCF7,95,102,105,95,91
SK-MEL-28,107,107,110,105,89
BT-549,113,102,94,111,111
T-47D,95,115,90,111,89
HS 578T,94,104,110,117,105
LOX IMVI,107,99,102,103,95
MDA-MB-468,105,94,108,107,102

The list goes on, overlapping the part above by 4 compounds.
(17) O=C(O)c1ccc(C(Cl)(Cl)Cl)cc1
(18) CC(=O)[C@H]1[C@H](C)C[C@H]2[C@@H]3CC[C@@H]4C[C@@H](O)CC[C@]4(C)[C@H]3CC[C@@]21C
(19) N#CCC(C#N)N1CCCCC1 (stereo not drawn)
(20) FC(F)(F)c1cccc(-c2ccc(-c3nn4c(-c5ccccc5)nnc4s3)o2)c1
(21) C/C(=C\CCc1ccoc1)CC/C=C(\C)CCCc1ccoc1
(22) COc1ccccc1CNC(=O)C1c2ccccc2C(=O)N(CC(C)C)C1c1cccs1 (stereo not drawn)
(23) COc1cc(C2CC(c3cccc(Nc4ccnc5cc(Cl)ccc45)c3)=NN2C=O)cc(OC)c1OC (stereo not drawn)
(24) COc1ccc(OC)c(Cn2cc3c(c2-c2ccccc2)CCCc2cnoc2-3)c1
(25) C=CC1=NC(C)(C)CC(C)O1 (stereo not drawn)
screen / no.,17,18,19,20,21,22,23,24,25
MDA-MB-231,111,114,91,96,100,20,6.8*,99,110
MCF7,102,105,95,91,99,66,2.8*,93,93
SK-MEL-28,107,110,105,89,97,58,7.3*,111,97
BT-549,102,94,111,111,107,79,-36*,x,109
T-47D,115,90,111,89,91,43,-4.1*,82,92
HS 578T,104,110,117,105,101,69,-20*,104,107
LOX IMVI,99,102,103,95,x,x,20,103,98
MDA-MB-468,94,108,107,102,106,66,-37*,98,109

Sorted by heavy-atom count (high to low): some entries from above
(5) O=C(c1nn(-c2ccc(Cl)cc2)cc1O)n1nc(C(F)(F)F)cc1-c1ccccc1
(14) COc1ccc2[nH]cc(-c3nc(N)nnc3-c3cncc(Br)c3)c2c1
(21) C/C(=C\CCc1ccoc1)CC/C=C(\C)CCCc1ccoc1
(12) CC[N+](CC)(CC)CCCC[P+](CC)(CC)CC
screen / no.,5,14,21,12
MDA-MB-231,55,88,100,113
MCF7,44,86,99,98
SK-MEL-28,53,104,97,100
BT-549,x,123,107,103
T-47D,45,63,91,91
HS 578T,16,76,101,105
LOX IMVI,33,96,x,99
MDA-MB-468,33,78,106,x

Remaining list, next part:
(26) CN(N)c1cn[nH]c(=O)c1Cl
(27) OCc1nc2ccccc2[nH]1
(28) COC(=O)CC1SC(c2cccc(F)c2)N(c2nnc(COc3ccc(F)cc3)s2)C1=O (stereo not drawn)
(29) CC(C)c1ccc(CN2CCN(Cc3ccc(C(C)C)cc3)CC2)cc1
(30) CC(C)=C[C@@H]1C[C@H](O)Cc2ccccc2N1
screen / no.,26,27,28,29,30
MDA-MB-231,96,97,129,109,103
MCF7,101,91,103,93,102
SK-MEL-28,112,101,123,109,112
BT-549,105,89,x,104,96
T-47D,81,97,103,97,100
HS 578T,96,95,146,110,105
LOX IMVI,100,101,94,89,95
MDA-MB-468,107,89,95,78,100

(31) COc1nc(Nc2cccc(C(F)(F)F)c2)nc(OC)n1
(32) Cc1nc2ccc(N)nc2nc1C
(33) CSc1nccc(-c2c(-c3ccc(NCCN4CCOCC4)cc3)nc3sccn23)n1
(34) CC(=O)c1ccc2c(c1)Nc1ccccc1S2
(35) C/C(=N\Nc1cc(C)nc2ccc(Br)cc12)c1ccccc1
screen / no.,31,32,33,34,35
MDA-MB-231,91,97,111,102,92
MCF7,98,104,102,96,71
SK-MEL-28,109,114,110,117,103
BT-549,91,108,105,100,102
T-47D,93,110,94,80,82
HS 578T,99,124,104,117,100
LOX IMVI,107,104,91,91,81
MDA-MB-468,112,107,104,83,100

(36) CCC(C(=O)O)(C(=O)O)c1ccccc1
(37) COc1ccc(C(=O)CBr)c2ccccc12
(38) O=C1c2c(c3c4cccc(F)c4[nH]c3c3ccc4ccccc4c23)C(=O)N1O
(39) O=S(=O)(Nc1ccc(C(F)(F)F)cc1)c1ccc(-c2cnc(C3CC3)o2)cc1
(40) Cn1cc(-c2nc(N)nnc2-c2c[nH]c3ccc(Br)cc23)c2cccnc21
screen / no.,36,37,38,39,40
MDA-MB-231,94,118,71,92,63
MCF7,106,98,19,87,21
SK-MEL-28,114,111,58,94,60
BT-549,103,95,53,94,34
T-47D,104,94,20,x,63
HS 578T,128,x,62,87,34
LOX IMVI,100,75,18,105,x
MDA-MB-468,114,111,54,90,45

(41) CCOC(=O)C1=C(C)OC(N)=C(C#N)C1c1cc2ccccc2n2nnnc12 (stereo not drawn)
(42) CCCCCCCCN1C(=O)c2ccccc2C1=O
(43) S=c1ssc(CN2CCCCC2)c1S
(44) CC(=O)OC1COC(c2ccccc2)OC1C1OC(c2ccccc2)OCC1OC(C)=O (stereo not drawn)
(45) C#CCOc1ccc(/C=N/Nc2nc(-c3ccccc3)cs2)cc1OC
screen / no.,41,42,43,44,45
MDA-MB-231,94,115,108,108,65
MCF7,92,90,94,99,54
SK-MEL-28,101,113,106,106,87
BT-549,72,93,115,109,73
T-47D,98,100,98,103,38
HS 578T,99,x,112,110,71
LOX IMVI,84,108,97,98,73
MDA-MB-468,99,90,101,100,64

(46) CC(=O)NC(CSC(c1ccccc1)(c1ccccc1)c1ccccc1)C(=O)O (stereo not drawn)
(47) O=C(NN1C(=O)/C(=C/C=C/c2ccc([N+](=O)[O-])o2)SC1=S)c1ccc(Cl)cc1
(48) Cc1ccccc1/C=C1\Oc2cc(C)c(Cl)c(C)c2C1=O
(49) COc1ccc(CNc2nc3ccccc3c3c(=O)c4ccccc4sc23)cc1OC
(50) Cc1nc2cc(O)c(O)cc2cc1Oc1ccc(NC(=O)c2ccc(N3CCOCC3)c(C(F)(F)F)c2)cc1
screen / no.,46,47,48,49,50
MDA-MB-231,109,-97*,87,61,102
MCF7,102,-60*,39,74,92
SK-MEL-28,112,-100*,112,93,96
BT-549,115,-91*,86,103,107
T-47D,98,-91*,x,94,89
HS 578T,x,-18*,105,66,100
LOX IMVI,112,-97*,87,83,82
MDA-MB-468,109,-86*,94,57,x

One compound at a time, as listed above. Values in the order: MDA-MB-231	MCF7	SK-MEL-28	BT-549	T-47D	HS 578T	LOX IMVI	MDA-MB-468
`CC(=O)NC(CSC(c1ccccc1)(c1ccccc1)c1ccccc1)C(=O)O` (stereo not drawn) is listed as 109	102	112	115	98	x	112	109
`O=C(NN1C(=O)/C(=C/C=C/c2ccc([N+](=O)[O-])o2)SC1=S)c1ccc(Cl)cc1` is listed as -97*	-60*	-100*	-91*	-91*	-18*	-97*	-86*

Continuation.
(51) c1coc(CNc2c3ccccc3nc3ccccc23)c1
(52) CCCCNC1CC[C@@]2(C)[C@@H](CC[C@@]3(C)[C@H]2C(=O)C[C@H]2/C(=C(\CCC=C(C)C)C(=O)OC)[C@@H](OC(C)=O)C[C@@]23C)[C@@H]1C (stereo partly drawn)
(53) S=c1[nH]nc(-c2cc3ccc2CCc2ccc(cc2)CC3)n1-c1cccnc1
(54) Cc1[nH]c2ncnc(Oc3ccc(NC(=O)Nc4ccc(Cl)cc4)cc3)c2c1C
(55) C=CCOC(=O)c1ccc(Cl)cc1
screen / no.,51,52,53,54,55
MDA-MB-231,61,99,92,96,107
MCF7,21,69,98,83,102
SK-MEL-28,98,101,97,103,106
BT-549,97,92,102,100,108
T-47D,69,78,89,84,99
HS 578T,84,81,110,93,112
LOX IMVI,37,98,98,100,100
MDA-MB-468,29,74,104,108,105

(56) N#CCCP(=O)(O)CCC#N
(57) Nc1nc(N)c(N=Nc2ccc(C(=O)O)cc2)c(N)n1
(58) CC(C)=Cc1cc(-c2cc(C=C(C)C)nc(N)n2)nc(N)n1
(59) CCCCS(=O)(=O)OCc1cc(=O)c(O)co1
(60) COc1ccc(/C=C\C(=O)c2ccc(-c3ccccc3)cc2)cc1
screen / no.,56,57,58,59,60
MDA-MB-231,x,107,x,111,111
MCF7,95,104,95,85,99
SK-MEL-28,107,103,107,94,111
BT-549,100,97,100,108,95
T-47D,x,100,x,91,103
HS 578T,99,102,95,97,104
LOX IMVI,102,101,101,96,105
MDA-MB-468,108,114,105,87,110

(61) c1ccc2c(c1)Sc1ccccc1S2
(62) O=C1c2ccccc2-c2ccc(-c3ccc4c5c(cccc35)C(=O)c3ccccc3-4)c3cccc1c23
(63) CN1CC(c2ccc(Br)cc2)C(C(=O)c2cccc(O)c2)C12C(=O)c1ccccc1C2=O (stereo not drawn)
(64) O=C1NN(C(=O)c2ccc(O)cc2)C(c2ccccc2)=N/C1=C\c1ccc(F)cc1
(65) O=C1NN(c2ccccc2)C(c2cccnc2)=N/C1=C\c1ccccc1
screen / no.,61,62,63,64,65
MDA-MB-231,94,100,101,96,102
MCF7,96,96,98,109,90
SK-MEL-28,110,102,115,106,103
BT-549,97,113,104,99,100
T-47D,x,104,87,102,91
HS 578T,102,112,99,105,78
LOX IMVI,98,92,98,95,88
MDA-MB-468,94,110,121,102,106

(66) CCN1CCN(c2cc(C)nc(N(CCCNc3ccnc4cc(Cl)ccc34)Cc3cccs3)n2)CC1
(67) O=C(CCCCn1ccc(=O)[nH]c1=O)Nc1ccc(C(=O)O)c(O)c1
(68) CC1(C)OC2C(O1)[C@H](c1c[nH]c3ccccc13)c1[nH]c3ccccc3c1[C@H]2c1c[nH]c2ccccc12 (stereo partly drawn)
(69) NS(=O)(=O)c1ccc(N2N=C(c3ccc(Cl)c(Cl)c3)CC2c2cn(-c3ccccc3)nc2-c2ccc(Cl)cc2)cc1 (stereo not drawn)
(70) Cc1cc(Cl)nc(/N=C(/N)Nc2ccc(Cl)cc2)n1
(71) COc1cc2c3c(c1OC)C(=O)CC3CCCC2 (stereo not drawn)
(72) CCOC(=O)c1c(C)nc2c(c1N)C(=O)C(=O)N2Cc1ccc(F)cc1
(73) O=C(c1cc(-c2ccc(Cl)cc2)nc2ccccc12)N1N=C(c2ccc(Cl)cc2)CC1c1cc(-c2ccccc2)nn1-c1ccccc1 (stereo not drawn)
screen / no.,66,67,68,69,70,71,72,73
MDA-MB-231,-20*,105,93,91,90,98,74,90
MCF7,12,103,84,45,64,98&107,13,84
SK-MEL-28,-66*,117,104,117,95,101&113,83,83
BT-549,-21*,109,85,x,97,96&98,66,82
T-47D,-19*,113,74,69,43,85&90,71,72
HS 578T,-22*,92,108,94,108,106,86,94
LOX IMVI,-73*,96,89,90,73,95,65,60
MDA-MB-468,-26*,108,109,104,x,84&102,66,88
